14-3-3 PPI: 14-3-3 gamma protein interaction modulation; P61981; FP, 14-3-3gamma / TMR-pS259-Raf peptide binding; inhibition, % at 40 µM; hit rate 0.19% among 160,000; AID 422; in the data active means inhibition above about 30%;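 further: 0% = protein plus tracer without compound and 100% = blank with tracer alone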
Target sequence (P61981 whole entry, looked up): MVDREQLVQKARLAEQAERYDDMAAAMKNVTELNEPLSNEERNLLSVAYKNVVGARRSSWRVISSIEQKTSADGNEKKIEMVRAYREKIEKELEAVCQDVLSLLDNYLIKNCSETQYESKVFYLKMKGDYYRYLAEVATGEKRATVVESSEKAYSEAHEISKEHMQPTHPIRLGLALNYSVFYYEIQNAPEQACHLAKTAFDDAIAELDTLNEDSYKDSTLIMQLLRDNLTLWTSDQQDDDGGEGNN
* hit, by the source's call; & = joins results of further samples. These rows are one share of the data (hit frequency here may not be typical).

14-3-3 PPI,SMILES
1.3,COc1ccccc1C1C(C(=O)OCCC(C)C)=C(C)Nc2nnnn21 (centres undefined)
-6.9,COCCn1c(C)cc(C(=O)COC(=O)CCN2C(=O)c3ccccc3C2=O)c1C
-9.6,COc1ccc(NC(=O)c2ccc3nsnc3c2)cc1
6.1,CCOCCOC(=O)C1=C(C)NC(=O)NC1c1cccc(OC)c1OC (centres undefined)
-8.2,O=[N+]([O-])CC(c1ccccc1)P(=O)(c1ccccc1)c1ccccc1 (centres undefined)
-5.0&-2.5,OCc1cc(CO)c(O)c(CCc2ccccc2)n1
1.4,c1ccc(-c2nnc(N3CCOCC3)nc2-c2ccccc2)cc1
-36.1&-41.3,O=C1CCCc2c1cc(C(=O)Nc1ccc(Cl)cn1)c(=O)n2-c1ccccc1
-8.4,O=C1c2ccccc2C(Nc2cccc(C(F)(F)F)c2)N1Cc1ccco1 (centres undefined)
-5.8,CCN(CC)c1nc(C#N)nc(N(CC)CC)n1
-2.2,CC1=C(C(=O)OCc2ccc(C)cc2)C(c2ccc(O)cc2)NC(=O)N1 (centres undefined)
-9.1,Brc1ccc(-c2nnc(-c3ccc4c(c3)OCO4)o2)o1
-1.9,CCOC(=O)c1c(NC(=O)COC)sc(C(C)=O)c1C
-12.5,O=C(O)c1cc(S(=O)(=O)N2CCOCC2)ccc1F
-4.9,CN1C(=S)SC(C)(C)C1[N+]([O-])=Cc1cccc([N+](=O)[O-])c1 (centres undefined)

An excerpt taken from the entries so far:
14-3-3 PPI,SMILES
-1.9,CCOC(=O)c1c(NC(=O)COC)sc(C(C)=O)c1C
-12.5,O=C(O)c1cc(S(=O)(=O)N2CCOCC2)ccc1F
-4.9,CN1C(=S)SC(C)(C)C1[N+]([O-])=Cc1cccc([N+](=O)[O-])c1 (centres undefined)

Additional structures follow.
14-3-3 PPI,SMILES
-66.1,COc1ccc(-c2nc3ccccc3o2)cc1NC(=O)C(C)C
8.2,CCOC(=O)c1sc2nc3n(c(=O)c2c1C)CCCCC3
3.1,Cc1ccc(NC(=O)Cn2ncc3c(=O)oc4ccccc4c32)cc1F
-4.2,Nc1nc(-c2ccc([N+](=O)[O-])cc2)c(C(=O)Nc2ccccc2Cl)s1
-4.5&-4.6,CN1CCN(CCC(=O)Nc2ccc(OCc3ccccc3)cc2)CC1
-0.6,CC(=O)c1ccccc1OC(=O)c1ccco1
-4.5,CCOc1ccc(C2C3=C(CCCC3=O)Nc3nc(SCc4ccccc4)[nH]c(=O)c32)cc1 (centres undefined)
4.8,Cc1nn(C(=O)c2ccc3c(c2)OCO3)c(N)c1-c1ccccc1
-5.0,Cc1ccc(S(=O)(=O)C2(C(=O)NCc3ccccc3Cl)CC2)cc1
-4.1,O=C(CCSCCC(=O)N1CCCC1)N1CCCC1
-5.0,Cn1cnnc1SCC(=O)N1c2ccccc2-c2c(ssc2=S)C1(C)C
-43.0,CCOc1ccccc1C(=O)Nc1cccc2c1C(=O)c1ccccc1C2=O
7.5,COc1ccc2nc(SCC(=O)Nc3ccc(S(=O)(=O)N4CCCC4)cc3)c(C#N)cc2c1
-9.7,CN(CC(=O)N1CCN(c2ccc(F)cc2)CC1)S(=O)(=O)c1ccc(F)cc1
-2.0,O=C1CCCCC1C(O)c1ccc([N+](=O)[O-])cc1 (centres undefined)

In the list so far, four have fluorine:
14-3-3 PPI,SMILES
-8.4,O=C1c2ccccc2C(Nc2cccc(C(F)(F)F)c2)N1Cc1ccco1 (centres undefined)
-12.5,O=C(O)c1cc(S(=O)(=O)N2CCOCC2)ccc1F
3.1,Cc1ccc(NC(=O)Cn2ncc3c(=O)oc4ccccc4c32)cc1F
-9.7,CN(CC(=O)N1CCN(c2ccc(F)cc2)CC1)S(=O)(=O)c1ccc(F)cc1

Next entries follow:
14-3-3 PPI,SMILES
-3.1,COC(=O)C(C)(Cl)Cc1ccc(-c2ccc(CC(C)(Cl)C(=O)OC)cc2)cc1 (centres undefined)
0.8,CCCCCSc1nnc2c(n1)OC(c1cn(C(C)=O)c3ccccc13)N(C(C)=O)c1ccccc1-2 (centres undefined)
-6.1,COc1ccc(Cl)cc1NC(=O)CN1C(=O)CCS(=O)(=O)c2ccccc21
6.5,Cc1ccc(S(=O)(=O)Nc2ccc(O)c(C)c2)cc1
-6.3,CCc1nc2ccccc2c(C(=O)OCC(=O)Nc2ccc(S(=O)(=O)N3CCOCC3)cc2)c1C
-5.7,CCN(Cc1ccccc1)C(=O)CCN1C(=O)C2C3C=CC(C3)C2C1=O (centres undefined)
-1.5,CCN(CC)CCNC(=O)Cn1nc(-c2ccc(Cl)cc2)ccc1=O
-6.6,CC1CCC(C(=O)NC(C(=O)N2CCc3ccccc3C2)C(C)C)CC1 (centres undefined)
3.8,COc1cccc(NC(=O)c2oc(=O)c3ccccc3c2-c2ccc(C)cc2)c1
-5.9,O=C1CC(=O)CC(c2ccco2)C1
6.0,O=[N+]([O-])c1cccc(-c2noc(-c3cccs3)n2)c1
6.9,Cc1c(Cl)cccc1NC(=O)CSc1nc2[nH]ncc2c(=O)n1-c1ccccc1Cl
-6.5,O=C(O)CCC(=O)N(c1ccccc1)c1ccccc1C(=O)O
-5.6,CCCCC(=O)Nc1ccc(-c2nnc(-c3ccco3)o2)cc1
6.3,COc1ccc(-c2nnc(SCC(=O)NC(C)c3ccccc3)o2)cc1 (centres undefined)
-1.5,CCOc1ccccc1Cn1c(=O)oc2ccc(C)cc21
-7.6,COc1ccc(CCn2c(-c3ccco3)nc3ccccc3c2=O)cc1OC
4.3,O=C(CSCC(=O)Nc1ccccc1)NCc1ccco1
3.6,COc1ccc(CC(=O)N2CCN(C(=O)c3ccco3)CC2)cc1
-5.2,CN1C(=O)c2ccccc2C(C(=O)NCc2cccnc2)C1c1cccs1 (centres undefined)
0.9,O=S(=O)(c1ccc(-c2ccccc2)cc1)N1CCSC1c1ccccc1Cl (centres undefined)
-2.2,CC1CN(S(=O)(=O)c2cccs2)CC(C)O1 (centres undefined)
-10.9,Cc1ccc(NC(=O)CSc2cc(=O)n(C)c3ccccc23)cc1F
-3.8,Cc1nnc(SCC(=O)Nc2ccc3c(c2)OCCO3)n1CC1CCCO1 (centres undefined)
0.0,Cc1ccccc1-n1nc2c(c1NC(=O)c1ccc(Cl)cc1)CSC2
-16.3,COc1ccc2oc(=O)c(-c3csc(Nc4ccc(C(F)(F)F)cc4)n3)cc2c1
-7.5,COC(=O)Cn1nc(-c2ccccc2)n(-c2ccccc2)c1=S
5.1,Cc1ccc(C)c(NC(=O)c2cc3ccccc3oc2=O)c1
3.4,Cc1cc(C)c(C#N)c(SCC(=O)c2ccc(O)c(O)c2)n1
-75.2,O=C(C1CC1)N1CCc2cc(S(=O)(=O)N(c3cccnc3)S(=O)(=O)c3ccc4c(c3)CCN4C(=O)C3CC3)ccc21
-2.5,Cc1cc(N2CCCCC2)nc2ccc(NC(=O)CCC(=O)NC3CCCC(C)C3C)cc12 (centres undefined)
-15.5,CCOc1cc(C(=S)N2CCCC2)ccc1OCc1ccccc1F
4.3,COc1ccc(NC(=O)c2cc(OC)c(OC)c(OC)c2Br)cc1OC
-3.2,CC1CCCN(C(=O)CSc2nnc3n(C4CCCC4)c(=O)c4ccccc4n23)C1 (centres undefined)
-10.0,CCC(=O)N1CCc2cc(Br)cc(S(=O)(=O)N(CC)CC)c21
-8.0,O=C(O)c1ccc(NS(=O)(=O)c2ccc3c4c(cccc24)C(=O)N3)cc1
-5.5,CCOc1ccc(N(C(C)C(=O)NC2CCCCCC2)S(C)(=O)=O)cc1 (centres undefined)
-4.2,CCC(C)NS(=O)(=O)c1ccc(F)c(C(=O)Nc2ccc(C(F)(F)F)cc2)c1 (centres undefined)
-0.6,Cn1c(=O)[nH]c(=O)c2[nH]c(NCCCN3CCOCC3)nc21
-84.5,CC(=O)NS(=O)(=O)c1ccc(N/C=c2\c(C)c(C#N)c3nc4ccccc4n3c2=O)cc1
1.8,O=C1C2CCCCC2C(=O)N1c1ccc(N2CCN(Cc3ccccc3)CC2)c([N+](=O)[O-])c1 (centres undefined)
1.5,Cc1ccc(-n2ncc3c(=O)[nH]c(SCc4ccccc4F)nc32)cc1
-2.6,CCC(Sc1nc(=O)cc(N)n1-c1cccc(C)c1)C(=O)Nc1cc(C)on1 (centres undefined)
-7.0,CC1CC(=O)N(c2ccc(NC3CCCCC3)c([N+](=O)[O-])c2)C1=O (centres undefined)
4.8,N#CC1=C(C=Nc2ccccc2O)CCC1
-3.6,Cc1ccc(S(N)(=O)=O)cc1NC(=O)CSc1nc(N)cc(=O)[nH]1
-4.3,COc1ccc(-n2c3c(cc(C(=O)Nc4ccccc4Br)c2=O)C(=O)CC(C)(C)C3)cc1
-21.4,CCC(=O)Nc1ccc2nc(SCc3nc4ccccc4[nH]3)sc2c1
-8.3,CC1CC(C)CN(C(=O)c2ccc3c(=O)n(Cc4ccc5c(c4)OCO5)c(=S)[nH]c3c2)C1 (centres undefined)
0.9,CN1CCN(C(=O)N2CCNC2=O)CC1
1.7,CCOC(=O)C1=C(C)NC(=O)NC1c1cn(-c2ccccc2)nc1-c1ccc(OCC)cc1 (centres undefined)
-5.4,CCOc1ccc2nc(Nc3nc(C)cc(C(F)(F)F)n3)nc(C)c2c1
-5.0,CCc1ccc(CC(=S)N2CCOCC2)cc1
-5.2,COc1ccccc1CNC(=O)c1cnn2c(C)c(Cc3c(C)cc(C)cc3C)c(C)nc12
-129.5,Cc1ccc(OCC(=O)Nc2ccc(-c3nc4cc(C)cc(C)c4o3)cc2)cc1
-18.5,COc1ccc(Oc2c(C(F)(F)F)oc3cc(OC(=O)C4CCCO4)ccc3c2=O)cc1 (centres undefined)
2.3,CCN(CC)C(=O)c1ccc2c(=O)n(CCC3=CCCCC3)c(=S)[nH]c2c1
-6.0,Cn1c(=O)c2c(nc(OCC3COC(C)(C)O3)n2Cc2ccccc2F)n(C)c1=O (centres undefined)
-10.7,O=C(N1CCOCC1)N1CCC(n2nnc3cc(F)ccc32)CC1
-32.6,Cc1cc(NS(=O)(=O)c2ccc(NC(=O)c3cccs3)cc2)no1

Some of these compounds in order of their number in 14-3-3 PPI, falling:
14-3-3 PPI,SMILES
-21.4,CCC(=O)Nc1ccc2nc(SCc3nc4ccccc4[nH]3)sc2c1
-32.6,Cc1cc(NS(=O)(=O)c2ccc(NC(=O)c3cccs3)cc2)no1
-129.5,Cc1ccc(OCC(=O)Nc2ccc(-c3nc4cc(C)cc(C)c4o3)cc2)cc1

(more compounds)
14-3-3 PPI,SMILES
3.4,C/C(NCC(C)(C)CN(C)C)=C(/C#N)C(=O)NCc1ccccc1
-1.8,Cc1nn(C(=O)c2ccccc2Br)c(C)c1Sc1ccc([N+](=O)[O-])cc1
-9.7,O=[N+]([O-])c1ccccc1C1Nc2c(cccc2[N+](=O)[O-])C2C=CCC21 (centres undefined)
0.6,Cc1ccc(Sc2oc(/C=N/n3cnnc3)cc2Br)cc1
4.0,O=C(c1ccc(SCCN2CCOCC2)c([N+](=O)[O-])c1)N1CCCC1
0.4,COc1ccc(-c2cc(C(F)(F)F)n3ncc(C(=O)N4CCCCCC4)c3n2)cc1
-4.8,CC(C)c1ccccc1NC(=O)c1cccnc1
-10.6,Cc1ccc(-c2nc3cnccn3c2Nc2ccccc2)cc1
-4.3,COc1ccccc1N1CCN(Cc2nc(N)nc(Nc3ccc(C)c(Cl)c3)n2)CC1
-1.8,CC(=O)Nc1ccc(S(=O)(=O)N2CCN(C(=O)COc3cccc(C)c3)CC2)cc1
2.0,COc1cccc2sc(=NC(=O)c3cccc([N+](=O)[O-])c3)n(C)c12
9.3,O=C(Cc1c(C(=O)O)[nH]c2ccc(Cl)cc12)Nc1ccc(F)cc1
-0.1,CS(=O)(=O)N(Cc1ccccc1)c1ccc(C(=O)NC2CCCCC2O)cc1 (centres undefined)
2.8,Cc1ccccc1-n1c(C)nnc1SCC(=O)N1CC(=O)Nc2ccccc21
-2.6,Cc1ccc(S(=O)(=O)c2ccc(C)c(S(N)(=O)=O)c2)cc1S(N)(=O)=O
0.2,COc1ccc(CNC(=O)c2cc3c(=O)n4ccccc4nc3n(Cc3ccco3)c2=N)cc1
2.6,c1nc(N2CCC3(CC2)OCCO3)c2c3c(sc2n1)CCCC3
-4.2,O=C(O)C1CCN(C(=O)c2scc3c2OCCO3)CC1
-5.4,O=C(CCn1c(=O)c2sccc2n(CC(=O)OCc2ccccc2)c1=O)NCc1ccco1
-4.1,CCOC(=O)c1c(NC(=O)CCN2CCOCC2)sc2c1CCC(C)C2 (centres undefined)
-8.7,COc1ccc(C2=CC(c3ccc(F)cc3)c3ccccc3O2)cc1 (centres undefined)
2.4,COCCOC(=O)C1=C(C)NC2=C(C(=O)CC(c3cccc(OC)c3)C2)C1c1coc2ccc(Cl)cc2c1=O (centres undefined)
-25.8,COC(=O)C1=CN(CCC23CC4CC(CC(C4)C2)C3)C=C(C(=O)OC)C1c1cccc(OC)c1
3.5,c1ccc(C(CN2CCOCC2)c2ccccc2)cc1
1.6,O=S(=O)(Nc1ccc(F)cc1)c1ccc(N=Cc2ccccc2O)cc1
-8.0,NC(=O)C1CCN(C(=O)c2ccc(C(F)(F)F)cc2)CC1
-10.2,CCOC(=O)c1cnc2c(C)cc(C)cc2c1Nc1ccc(OC)cc1OC
4.9,Clc1ccc(Cn2ncc3c(NCc4cccnc4)ncnc32)cc1
-9.8,CCC(=O)Nc1cccc(NC(=O)CSc2nnc(C3CC3)n2C)c1
-2.3,Cc1nn(C(C)(C)C)c(OC(=O)c2cccc3ccccc23)c1S(=O)(=O)c1ccccc1
-0.1,CN(CC(=O)NCCC1=CCCCC1)S(=O)(=O)c1ccc2c(c1)c(=O)n(C)c(=O)n2C
-1.4,CC(C)N1CSC(=S)N(Cc2ccco2)C1
-9.2,CC(C)c1cc(C(=O)Nc2sc3c(c2C(N)=O)CCCC3)no1
-4.5,CC(C)C1CCC(C)C(C(O)c2ccc(-c3ccccc3)cc2)C1=O (centres undefined)
-8.8,COc1ccccc1-c1nnc(SCC(=O)O)n1C
-7.4,CN(C)C(=O)Cn1nc(-c2ccccc2)c2ccccc2c1=O
0.7,CC(C)Cn1c(CN2CCN(c3ccccc3F)CC2)nc2c1c(=O)[nH]c(=O)n2C
-19.1,COc1cc(NC(=O)Cc2ccccc2)cc(OC)c1
-23.0,Cc1cc(C)c(OCC(=O)N2N=C(c3ccccc3)CC2(O)C(F)(F)F)c(C)c1 (centres undefined)

Screening results deposited in PubChem BioAssay by Emory University Molecular Libraries Screening Center.
